Bioassay records: PubChem BioAssay, several laboratories
CCHFV vOTU inh – blocks the CCHF virus ovarian tumor domain protease; CCHFV vOTU protease, Pep-AMC fluorescence; inhibition, % at 11.5 µM; 0.55% of 370,000 active; in the data active = inhibition above about 30%; also: 0% = vehicle wells with enzyme and 100% = no enzyme wells
TcdB inh – blocks C. difficile toxin B glycohydrolase activity. TcdB glycohydrolase enzymatic assay, plate reader. P18177. AID 652162. 0.24% of 350,000 active. inhibition, % at 9.99 µM; in the data active = inhibition above about 10%
Target sequence (P18177 whole entry, looked up): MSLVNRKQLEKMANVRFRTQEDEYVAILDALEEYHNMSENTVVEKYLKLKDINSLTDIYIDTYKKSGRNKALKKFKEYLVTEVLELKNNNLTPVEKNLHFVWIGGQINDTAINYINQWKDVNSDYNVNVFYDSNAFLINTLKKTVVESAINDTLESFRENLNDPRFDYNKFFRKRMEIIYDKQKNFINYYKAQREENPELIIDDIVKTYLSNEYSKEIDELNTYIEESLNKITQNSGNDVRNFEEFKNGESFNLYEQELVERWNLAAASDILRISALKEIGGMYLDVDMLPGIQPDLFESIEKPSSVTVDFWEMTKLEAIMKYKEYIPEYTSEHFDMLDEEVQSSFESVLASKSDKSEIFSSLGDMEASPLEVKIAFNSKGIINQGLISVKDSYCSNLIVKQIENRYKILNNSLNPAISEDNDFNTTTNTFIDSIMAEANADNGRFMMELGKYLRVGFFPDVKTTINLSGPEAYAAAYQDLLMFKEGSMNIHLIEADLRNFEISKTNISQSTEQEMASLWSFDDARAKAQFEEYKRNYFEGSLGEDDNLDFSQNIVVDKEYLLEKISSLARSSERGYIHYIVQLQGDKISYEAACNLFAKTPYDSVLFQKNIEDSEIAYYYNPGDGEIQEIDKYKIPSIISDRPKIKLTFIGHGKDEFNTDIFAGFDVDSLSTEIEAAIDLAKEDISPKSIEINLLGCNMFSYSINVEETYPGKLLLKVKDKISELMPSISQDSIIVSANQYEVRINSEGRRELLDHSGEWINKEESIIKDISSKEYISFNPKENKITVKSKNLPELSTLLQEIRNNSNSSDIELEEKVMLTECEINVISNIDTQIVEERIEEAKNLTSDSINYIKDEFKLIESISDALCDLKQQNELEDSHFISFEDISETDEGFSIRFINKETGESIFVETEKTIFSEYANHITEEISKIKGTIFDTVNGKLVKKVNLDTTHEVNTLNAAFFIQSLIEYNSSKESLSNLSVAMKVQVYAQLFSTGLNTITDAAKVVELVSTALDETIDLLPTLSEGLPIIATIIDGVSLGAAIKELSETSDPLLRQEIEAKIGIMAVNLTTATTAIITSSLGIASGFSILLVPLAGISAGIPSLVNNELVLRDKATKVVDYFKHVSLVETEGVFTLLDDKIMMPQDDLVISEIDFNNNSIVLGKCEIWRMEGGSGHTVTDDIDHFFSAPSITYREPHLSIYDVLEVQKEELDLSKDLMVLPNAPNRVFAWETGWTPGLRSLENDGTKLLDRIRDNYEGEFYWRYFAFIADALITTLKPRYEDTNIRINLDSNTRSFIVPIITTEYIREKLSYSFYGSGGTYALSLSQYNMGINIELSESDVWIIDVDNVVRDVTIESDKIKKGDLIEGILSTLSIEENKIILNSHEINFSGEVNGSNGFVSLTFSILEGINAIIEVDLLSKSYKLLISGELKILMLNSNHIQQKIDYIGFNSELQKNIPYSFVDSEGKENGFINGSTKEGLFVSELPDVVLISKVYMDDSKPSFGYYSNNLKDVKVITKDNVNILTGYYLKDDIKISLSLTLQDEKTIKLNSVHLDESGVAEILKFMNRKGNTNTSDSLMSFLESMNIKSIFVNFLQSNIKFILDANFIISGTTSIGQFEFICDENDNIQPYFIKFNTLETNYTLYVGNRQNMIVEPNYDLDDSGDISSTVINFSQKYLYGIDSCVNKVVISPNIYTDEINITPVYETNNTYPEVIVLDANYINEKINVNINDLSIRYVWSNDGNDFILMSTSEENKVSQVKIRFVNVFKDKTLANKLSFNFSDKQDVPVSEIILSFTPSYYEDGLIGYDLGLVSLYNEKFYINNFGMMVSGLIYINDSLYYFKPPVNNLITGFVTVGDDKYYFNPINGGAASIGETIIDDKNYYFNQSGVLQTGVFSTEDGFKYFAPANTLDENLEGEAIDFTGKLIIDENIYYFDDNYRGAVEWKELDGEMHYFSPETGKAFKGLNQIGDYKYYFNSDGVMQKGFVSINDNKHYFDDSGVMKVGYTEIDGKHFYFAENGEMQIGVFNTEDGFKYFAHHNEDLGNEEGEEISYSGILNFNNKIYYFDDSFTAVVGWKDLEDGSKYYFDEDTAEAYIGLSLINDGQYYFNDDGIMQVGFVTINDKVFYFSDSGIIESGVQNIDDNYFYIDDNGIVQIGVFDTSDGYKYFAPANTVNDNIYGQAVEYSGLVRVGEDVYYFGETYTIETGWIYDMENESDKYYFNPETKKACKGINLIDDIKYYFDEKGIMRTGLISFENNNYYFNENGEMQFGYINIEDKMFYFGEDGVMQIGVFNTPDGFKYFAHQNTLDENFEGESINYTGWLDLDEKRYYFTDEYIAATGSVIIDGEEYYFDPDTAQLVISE
PfHsp40 rescue – rescue of PfHsp40-mediated yeast toxicity; S. cerevisiae expressing PfHsp40, growth rescue, ATP luminescence; growth rescue, % at 12.5 µM; 0.68% of 340,000 active; in the data active = growth rescue above about 28%, passing the limit was not always enough; inconclusive = no clear call, values can overlap the other calls;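 also: yeast W303a lacking pdr1 and pdr3 grown in galactose medium; growth measured after three days at 30 °C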
Vc quorum ag – induces V. cholerae light production without autoinducers | 0.16% of 350,000 active | V. cholerae BH1578 lux reporter, luminescence, 6 h | activation, % at 18.7 µM; in the data active = activation mostly above about 9.7%, no sharp cut-off; inconclusive = no clear call, values can overlap the other calls; inactive = mostly below about 3.7%; also: not every result past the cut was called active; inactives centre near 0; reference of the scale not given here
Anthrax LF prot – inhibitors of Bacillus anthracis lethal factor protease. P15917. multiplex microsphere protease cleavage assay, LF. inhibition, % at 10 µM. 0.12% of 360,000 active; also: plate controls were buffer without enzyme for full effect and enzyme alone for no effect
SSB-PriA inh – inhibitors of Klebsiella pneumoniae PriA binding to SSB C-terminal tail; AlphaScreen SSBct-PriA binding, biotinylated peptide; inhibition, % at 33 µM; 0.6% of 430,000 active; in the data active = inhibition mostly above about 37%, no sharp cut-off; inactive = mostly below about 20%;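 also: plate controls were negative control peptide for no effect and reference peptide for full effect; strong numbers were not always called active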
Y pestis TopoI – inhibitors of Yersinia pestis topoisomerase I; Y. pestis Topo-I cleavage product accumulation, plate reader; activity, % at 10 µM; 0.064% of 360,000 active; in the data active = activity above about 50%, passing the limit was not always enough; inconclusive = no clear call, values can overlap the other calls; also: inactives centre near 2
3CLpro inhibitor – SARS-CoV 3CLpro protease inhibition; P0C6X7; recombinant SARS-CoV 3CLpro, quenched FRET peptide cleavage; inhibition, % at 6 µM; 0.14% of 290,000 active; AID 1706; in the data active = inhibition above about 12%
BoNT-A LC inh2 – blocks Botulinum neurotoxin A light chain protease. multiplex microsphere protease substrate cleavage, flow cytometry. inhibition, % at 10 µM. 0.17% of 360,000 active; also: plate controls were buffer without enzyme for full effect and enzyme alone for no effect
DUSP3 inh – inhibitors of human VHR1 phosphatase (DUSP3); P51452; recombinant VHR phosphatase, pNPP absorbance; inhibition, % at 13.3 µM; 0.52% of 290,000 active; in the data active = inhibition above about 50%; also: some compounds called inactive have numbers as strong as hits
* marks the source's active call; other numbers are inactive results; i = inactive; ? = inconclusive; . = not tested or not shown; & = joins results of further samples. Rule as the data show it, unless noted: active = inhibition above about 30%; inconclusive = no clear call, values can overlap the other calls; inactive = below that. Some of the compounds tested; count on the stated rates, not on these rows.

A first look:
Molecule,TcdB inh,SSB-PriA inh,DUSP3 inh,Anthrax LF prot,CCHFV vOTU inh,Vc quorum ag,PfHsp40 rescue,Y pestis TopoI,BoNT-A LC inh2,3CLpro inhibitor
CC(=O)Nc1ccc(NC(=O)C(C)n2nc([N+](=O)[O-])c(Br)c2C)cc1 (configuration not stated),2.0,-10.9,37.7,-0.5,-6.8,-0.1,1.7,4.6,0.2,-1.8
CCC(Sc1nc(-c2ccccc2)c(-c2ccccc2)[nH]1)C(=O)O (configuration not stated),-0.5,-9.4,-20.5,-2.0,-3.5,i,2.4,4.9,-2.7,-1.5

This part in full, from the first entry:
Molecule,TcdB inh,SSB-PriA inh,DUSP3 inh,Anthrax LF prot,CCHFV vOTU inh,Vc quorum ag,PfHsp40 rescue,Y pestis TopoI,BoNT-A LC inh2,3CLpro inhibitor
CC(=O)Nc1ccc(NC(=O)C(C)n2nc([N+](=O)[O-])c(Br)c2C)cc1 (configuration not stated),2.0,-10.9,37.7,-0.5,-6.8,-0.1,1.7,4.6,0.2,-1.8
CCC(Sc1nc(-c2ccccc2)c(-c2ccccc2)[nH]1)C(=O)O (configuration not stated),-0.5,-9.4,-20.5,-2.0,-3.5,i,2.4,4.9,-2.7,-1.5
CCSc1nnc(NC(=O)c2ccc(S(=O)(=O)N(C)C)cc2)s1,1.1,-4.4,20.4,-3.8,-4.2,-0.4,-1.0,2.8,-0.2,1.7
CCCS(=O)(=O)C/C(N)=N/OC(=O)c1ccccc1Cl,0.1,.,13.8,?,-4.7,-0.9,.,-0.3,3.6,0.4
Cc1cc(NC(=O)c2cccs2)ncc1NC(=O)C(C)C,2.1,-6.3,-3.8,-8.1,-10.2,i,-2.2,-2.1,1.4,-2.2
COc1cc(S(=O)(=O)N(Cc2cccs2)CC2CCCO2)ccc1-n1cnnn1 (configuration not stated),0.3,-12.2,17.3,0.7,10.7,1.0,-1.1,7.3,?,-2.0
COc1ccc2c3c1OC1C(=O)CC[C@@]4(O)[C@@H](C2)N(CC2CC2)CC[C@]314 (some centres not stated),0.7,8.3,.,-5.0,-2.0,-0.3,0.0,4.1,-0.5,.
COc1ccc(CCC(=O)NCC2CCCCC2)cc1OC,-1.2,-10.3,2.2,-0.9,24.4,-0.4,-0.2,-0.8,0.1,-1.4
COc1ccccc1NS(=O)(=O)c1cccc2nsnc12,1.0,-4.0,28.9,-0.2,7.2,-0.7,-1.3,3.6,-1.2,-0.8
COc1ccc(S(=O)(=O)NCCSc2ccc(Cl)cc2)cc1OC,2.3,-12.8,27.0,-4.8,5.4,-0.5,1.4,12.4,0.3,1.8
Oc1ccccc1Nc1nc(NCC2CCCO2)c2ccccc2n1 (configuration not stated),.,14.7,21.3,-3.4,4.3,-0.3,-0.5,-7.2,0.8,4.5
C/C(=N\O)c1c(C)c2ccccc2n1C,.,.,37.4,6.4,2.2,-0.5,1.5,1.7,1.2,1.0
O=C(/C=C/c1cccc(F)c1)OCC(=O)N1CCCc2ccccc21,0.4,-10.3,.,2.6,-2.0,i,1.7,21.1,1.0,.
COc1cccc(CNC(=O)c2cccnc2Sc2ccccc2)c1,1.2,4.2,13.7,-1.7,16.1,i,0.4,5.1,-3.2,0.4
CN1CCC[C@H]1CCNC(=O)c1c(-c2ccsc2)sc2ccccc12,1.0,-22.5,.,-7.2,-0.3,-4.3,-0.1,6.7,-0.7,.
Cc1ccc(OCC(=O)N(C)CC(=O)Nc2cccc(F)c2)cc1,0.9,-17.2,22.1,-0.6,-2.1,-0.2,1.2,4.3,-1.2,-2.3
C/C(=N\NC(=S)NCc1ccccc1)c1ccc(Cl)cc1,.,.,-3.6,-2.5,11.7,-0.3,3.1,-3.4,-1.1,0.1
Cc1cc(C)c(NC(=O)c2oc3ccccc3c2COc2ccccc2)c(C)c1,1.7,-17.6,40.4,-3.3,8.8,-0.3,-1.7,25.8,-0.6,4.7
Cc1ccc(N2/C(=N/c3nc(C)cc(C)n3)NC(=O)CC2C(=O)O)cc1 (configuration not stated),.,.,7.8,-1.3,-7.4,-0.3,-0.3,5.0,-0.3,-5.2
O=C(NC1CCCc2c1cnn2-c1ccc(F)cc1F)c1ccccn1 (configuration not stated),-0.2,-5.2,48.1,0.3,-1.3,i,0.7,-2.7,0.3,4.9
CC1(C)CC(=O)C(C(C2=C(O)CC(C)(C)CC2=O)c2ccc(Cl)c([N+](=O)[O-])c2)C(=O)C1 (configuration not stated),0.7,4.5,13.8,1.8,-9.9,i,1.3,4.8,0.0,-7.0
COc1ccc(N(CC(=O)O)S(=O)(=O)c2ccccc2[N+](=O)[O-])c(OC)c1,2.6,-8.4,16.5,5.3,5.1,-0.6,-0.8,6.7,-0.4,5.0
CC(Sc1nnc(Nc2ccccc2F)s1)C(=O)NC1CC1 (configuration not stated),0.0,-1.0,.,5.3,8.0,i,-2.3,-3.9,-0.9,.
CCOC(=O)c1nn(-c2ccccc2C)c(=O)cc1OCC(=O)N1CCN(c2ccccc2)CC1,0.7,-12.0,.,-0.7,4.8,i,-1.8,13.4,-0.1,.
COc1cc(/C=C2\CCC/C(=C\c3ccc(O)c(OC)c3)C2=O)ccc1O,0.7,9.7,39.6,-1.5,29.3,1.7,4.3,8.5,2.8,3.1
Cc1occc1C(=O)Nc1ccccc1NC(=O)c1ccoc1C,.,-24.4,.,-0.3,-2.5,i,-0.6,4.7,-0.8,2.3
CCN1C(=O)[C@H]2[C@@H](c3ccc(C)cc3)N3C(=O)N(c4cccc(Br)c4)C(=O)[C@@]3(C)[C@H]2C1=O,1.1,-47.5,.,-0.4,-4.4,4.7,1.4,4.5,0.0,.
CCOC(=O)C1CCN(C(=O)CN2C(=O)C(C(C)C)Oc3ccccc32)CC1 (configuration not stated),-1.7,-7.2,35.9,1.3,1.2,-0.3,1.4,4.1,-3.1,0.3
COc1ccc(C(=O)O/N=C(\N)Cc2cccs2)cc1OC,1.2,i,13.7,2.8,-3.3,1.0,-0.8,-4.8,-0.8,-0.1
Cc1cccc(NC(=O)CNC(=O)COc2ccc(C(=O)c3ccc(F)cc3)cc2)c1C,.,-4.7,7.3,-1.2,-0.8,i,-0.4,30.9,-0.3,-4.6
Cc1ccc(C(=O)NCc2ccc3c(c2)CCO3)cc1C,1.8,-11.3,1.4,5.1,-6.2,-0.8,0.4,-4.3,6.2,3.0
CCOC(=O)c1c(C)n(C)c2ccc(OC)c(NC(=O)c3cccs3)c12,.,-13.3,2.7,1.2,-3.0,-2.5,-0.2,-4.5,0.8,-6.2
CCOC(=O)c1ccc(NS(=O)(=O)c2cccc3nsnc23)cc1,.,-1.6,-2.4,-0.6,21.2,-0.7,2.6,5.8,1.1,-1.4
CN(CC(=O)NC(=O)NCc1ccccc1)CC(=O)Nc1ccc(Cl)c(Cl)c1,1.3,0.9,.,8.0,6.9,-0.4,-0.8,8.7,0.5,.
CCN(CC)P(=O)(/C=C(\Cl)c1ccccc1)/C=C(\Cl)c1ccccc1,4.0,-12.5,14.0,6.4,-8.2,0.6,0.5,34.1,-0.3,3.4
COc1ccc(N=C2C(=Nc3ccc(OC)cc3)N(c3ccccc3)C(=S)N2C(=O)c2ccc(Cl)cc2)cc1,.,19.8,8.7,-15.9,5.6,.,0.4,-7.9,-0.7,-1.6
COCc1[nH]nc2c1C1(C(=O)Nc3ccc(F)cc31)C(C#N)=C(N)O2 (configuration not stated),.,-17.4,-17.2,-0.7,-7.5,10.0,0.3,0.4,-0.2,-0.5
O=C(NC1CCCc2ccccc21)c1ccccn1 (configuration not stated),-0.2,-3.7,10.1,-2.6,-19.5,-0.2,2.1,5.5,-0.9,4.2
CCn1cc(Cl)c(C(=O)Nc2ccccc2C(N)=O)n1,0.4,44.9*,12.3,-1.8,-5.5,i,0.0,2.8,-1.4,1.2
O=C(CCc1ccccc1)NCCc1ccc(F)cc1,1.7,-11.0,20.7,8.5,-4.9,0.4,-0.2,1.3,2.3,-1.9
O=C(Cn1cnc2ccccc2c1=O)N(Cc1ccco1)c1ccc(O)cc1,.,11.9,7.1,-1.2,-14.1,i,-2.0,0.4,-1.1,-1.0
Cc1ccccc1-n1ncc2c1CC(C)(C)CC2NC(=O)C1CCC1 (configuration not stated),0.6,-14.1,1.8,-2.6,11.3,5.8,1.1,-7.3,-2.2,0.8
CCCCCCCNC(=O)CN1C(=O)CSc2ccc(S(=O)(=O)N3CCOCC3)cc21,0.3,-7.5,-9.0,2.5,5.6,-0.5,-0.7,19.0,0.2,2.8
COc1ccc(N2CCN(CCNC(=O)Nc3cc(Cl)ccc3OC)CC2)cc1,0.6,-0.7,10.4,1.9,-19.5,1.4,0.1,0.0,-4.2,4.3
COc1ccccc1-c1nnc(NC(=O)C(C)C)s1,.,-8.0,11.7,0.0,10.5,2.8,1.0,4.6,0.1,-9.1
C[C@@H](c1ccccc1)N1C[C@H](COCc2ccccc2)Oc2cc(N3CC[C@H](O)C3)ccc2S1(=O)=O,1.0,.,.,-6.3,9.2,.,.,.,0.0,.
CCS(=O)(=O)N1CCN=C1SCc1cccnc1,-0.1,-12.0&-3.5,28.3,1.3,-12.8,-0.2,0.7,-7.0,0.4,1.5
CC(C)C(N)c1csc(Nc2nncc3ccccc23)n1 (configuration not stated),1.7,.,.,-3.3,5.5,1.3,.,-6.8,0.8,.
Cc1c(Cc2ccccc2)c(NCCN(C)C)n2c(nc3ccccc32)c1C#N,0.9,-12.4,25.3,9.6,-1.1,-1.1,170.6*,-5.6,-1.4,-0.3
CCOC(=O)[C@@H]1[C@H]2COc3ccc(Br)cc3[C@@H]2N2C(=O)N(c3ccc(Cl)cc3)C(=O)[C@@]12C,0.6,1.3,.,-2.2,1.6,-0.4,-0.7,5.2,-0.1,.
CC1CCCC(NC(=O)NC(=O)CCl)C1C (configuration not stated),1.0,-7.7,2.6,2.7,2.7,-0.6,-0.1,6.6,-0.5,7.3
COc1cc(NC(=S)N2CCCC(CO)C2)c(OC)cc1Cl (configuration not stated),-0.1,14.5,10.4,-2.9,-8.1,-2.5,-0.7,-2.7,-0.6,-2.8
O=[N+]([O-])c1cc([N+](=O)[O-])c(Oc2cncc(Cl)c2)cc1NN1CCCCC1,1.4,19.2,20.5,3.5,-0.6,-0.5,1.3,-4.1,-0.2,-4.8
